CXCR6 inh – CXCR6 (human) receptor inhibition; inhibition, % at 20 µM; 360,000 tested, 0.36% active; O00574; CHO-K1 PathHunter CXCR6 beta-arrestin, luminescence; in the data active means inhibition above about 34%, passing the limit was not always enough;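 further: antagonist mode with CXCL16 agonist at 10 nM final; 0% = 10 nM CXCL16 with DMSO and 100% = unstimulated wells without agonist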
Target sequence (O00574 whole entry, looked up): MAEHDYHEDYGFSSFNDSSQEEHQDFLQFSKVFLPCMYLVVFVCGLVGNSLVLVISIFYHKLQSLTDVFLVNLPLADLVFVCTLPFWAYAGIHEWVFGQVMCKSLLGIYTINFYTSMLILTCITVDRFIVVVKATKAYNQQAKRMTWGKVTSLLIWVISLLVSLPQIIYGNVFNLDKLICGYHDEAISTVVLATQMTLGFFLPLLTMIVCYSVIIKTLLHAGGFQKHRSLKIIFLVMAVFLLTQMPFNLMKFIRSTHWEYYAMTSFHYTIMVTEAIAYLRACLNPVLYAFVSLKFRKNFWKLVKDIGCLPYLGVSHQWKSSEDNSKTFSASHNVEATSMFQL
APJ antag – antagonists of human APJ apelin receptor; inhibition, % at 20 µM; CHO-K1 APJ beta-arrestin complementation, luminescence; P35414; 330,000 tested, 0.32% active;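 active means inhibition above about 40% at 20 µM, limit read from the data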;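 further: cells challenged with 10 nM apelin-13 agonist together with compound; plate controls were apelin-13 plus DMSO wells for no effect and DMSO wells lacking apelin-13 for full effect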
Jurkat NFkB inh – lowers PMA/ionomycin-induced NF-kB signal in Jurkat cells | PMA/ionomycin-induced NF-kB luciferase reporter, luminescence | inhibition, % at 4 µM | 330,000 tested, 0.53% active | AID 435003; in the data active means inhibition above about 50%
EBI2 block – blocks human EBI2 receptor beta-arrestin signaling. EBI2 beta-arrestin recruitment, luminescence, 7a,25-OHC stimulated. inhibition, % at 5 µM. 360,000 tested, 0.81% active. AID 651636; in the data active means inhibition above about 38%;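 further: enzyme fragment complementation signal reports receptor beta-arrestin coupling in cells; 0% = agonist plus DMSO wells and 100% = wells without agonist; some results beyond the cut were filed as inactive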
CCR6 antagonist – blocks CCL20-driven beta-arrestin recruitment at human CCR6; inhibition, % at 20 µM; P51684; CHO-K1 CCR6 PathHunter beta-arrestin, luminescence, CCL20-stimulated; 340,000 tested, 0.49% active; AID 493098;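 active means compounds whose inhibition of the agonist-driven luminescence signal at 20 µM reaches about 50%, limit read from the data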;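 further: cells stimulated with CCL20 at 14 nM final; plate controls were DMSO with CCL20 for no effect and DMSO without agonist for full effect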
Target sequence (P51684 whole entry, looked up): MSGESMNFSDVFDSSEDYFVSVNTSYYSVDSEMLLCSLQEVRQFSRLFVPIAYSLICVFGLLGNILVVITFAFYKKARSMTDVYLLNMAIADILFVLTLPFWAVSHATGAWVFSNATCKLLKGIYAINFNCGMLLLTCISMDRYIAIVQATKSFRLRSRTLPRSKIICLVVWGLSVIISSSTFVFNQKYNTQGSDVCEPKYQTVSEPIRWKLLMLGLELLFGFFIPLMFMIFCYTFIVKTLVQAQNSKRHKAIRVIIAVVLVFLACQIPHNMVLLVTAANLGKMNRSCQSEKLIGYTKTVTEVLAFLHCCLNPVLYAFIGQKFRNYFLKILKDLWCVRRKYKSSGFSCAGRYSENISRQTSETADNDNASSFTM
697 NFkB inh – lowers PMA/ionomycin-induced NF-kB signal in 697 B cells | 330,000 tested, 0.33% active | AID 435022 | 697 B-cell NF-kB luciferase reporter, 16 h | inhibition, % at 4 µM; in the data active means inhibition above about 35%
Gli-Sufu antag – blocks Gli-Sufu signaling in a luciferase reporter. Sufu-KO-LIGHT fibroblasts, Gli luciferase reporter luminescence. inhibition, % at 5 µM. 340,000 tested, 0.74% active. AID 588413;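 active means inhibition above about 55%, limit read from the data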;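 further: 0% = DMSO-treated cells and 100% = wells with medium but no cells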
UBC13 polyUb – inhibitors of human UBC13 polyubiquitin chain formation; P61088; TR-FRET; inhibition, % at 20 µM; 330,000 tested, 0.47% active; AID 485273; in the data active means inhibition above about 45%, passing the limit was not always enough
Target sequence (P61088 whole entry, looked up): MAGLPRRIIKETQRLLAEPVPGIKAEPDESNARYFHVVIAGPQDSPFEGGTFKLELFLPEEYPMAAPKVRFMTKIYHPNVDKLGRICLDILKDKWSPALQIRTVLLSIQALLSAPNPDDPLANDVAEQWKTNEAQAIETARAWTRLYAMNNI
* hit, by the source's call; nt = no result given. The order is random. Share with any hit: about 3%.

Every second line gives: CXCR6 inh, APJ antag, Jurkat NFkB inh, EBI2 block, CCR6 antagonist, 697 NFkB inh, Gli-Sufu antag, UBC13 polyUb
Cc1cnc(NC(=O)C(C)N2C(=O)C3CC=CCC3C2=O)s1 (stereo not drawn)
  -1, 11, -16, -12, -17, 7, 3, 10
COC(=O)c1nccc2c1[nH]c1ccccc12
  0, 1, -7, 0, 0, 0, -5, 4
O=C(OCc1c(-c2ccccc2)ncc2ccccc12)N1CCOCC1
  -1, -9, -47, -7, 5, -126, 18, 7
C=CCn1c(N)c(C(=O)Nc2cccc(C)c2)c2nc3ccccc3nc21
  -8, -17, 12, 3, -11, 27, 10, 8
CCOc1ccccc1CN1CCCC(C(=O)Nc2cccc(-n3cccn3)c2)C1 (stereo not drawn)
  -4, -9, 13, 10, 4, -18, 47, 12
CCN(CC)C(=O)CN1C(=O)COCC1=O
  0, 0, -18, 0, 2, -23, -1, -3
CCOC(=O)c1cc(-c2ccccc2)nn1-c1ccccn1
  4, -3, 10, 3, -5, 21, -2, 0
CC(c1ccccc1)N1C(=O)NC(NC(=O)c2cccnc2)(C(F)(F)F)C1=O (stereo not drawn)
  -4, 6, 7, 0, -11, 2, 4, 0
Cc1c(Cl)ccc2c(C(=O)NCCN3CCCCC3)cc(-c3ccccn3)nc12
  4, 6, -1, -6, 26, -7, 10, 20
Cc1csc2ncc(C(=O)NC(C)c3ccccc3)c(=O)n12 (stereo not drawn)
  1, 14, 3, -4, 2, -7, 4, 8
N=C(N)SCc1ncccc1O
  -2, 11, 11, 12, 3, 11, 7, 19
O=C1c2ccccc2C2=Nc3ccccc3SC(c3ccccc3F)C12 (stereo not drawn)
  8, 18, 15, 14, 46, 7, 13, -43
Cc1cc(C)c2nc(C)cc(Nc3ccc(C(=O)N(C)C)cc3)c2c1
  nt, 9, 4, nt, 5, 8, 5, -3
CC(C)(C)NC(=S)N1CCC(C(=O)c2ccc(F)cc2)CC1
  29, 15, 0, -3, 1, 14, 12, 12
COC(=O)c1cc2ccccc2n1S(=O)(=O)c1ccccc1
  3, 3, 17, 2, 19, -12, -14, 3
CC(=O)c1cccc(N(CC(=O)O)S(C)(=O)=O)c1
  -5, -9, 11, -8, 4, 17, -2, 3
O=C(NCc1ccc2c(c1)OCO2)C1CC(=O)N(c2ccc(Cl)cc2)C1 (stereo not drawn)
  5, -8, 1, 4, 12, 20, -1, 4
O=c1c2ccccc2nc(-c2ccc(F)cc2)n1NCc1ccccc1O
  0, 17, 6, -1, 22, 8, -11, 6
CSc1nsc(N/N=C/c2ccccc2)c1C#N
  -6, 6, -34, -6, 10, -41, -11, 5
O=C(O)COc1ccccc1/C=N/Nc1ccc(S(=O)(=O)Nc2ccc(Cl)cc2)cc1[N+](=O)[O-]
  19, 32, 3, 13, 46, -1, 2, -94
Cc1ccccc1-n1c(C)nnc1SCc1cc(=O)oc2ccc3ccccc3c12
  -6, 17, -10, 2, 15, 4, 11, 0
O=C1Nc2ccccc2CCc2ccccc21
  0, 2, 5, 5, 9, 10, 4, 13
CCCC(C(=O)NC1CCCC1)N(Cc1cccs1)C(=O)c1snc(C(N)=O)c1N (stereo not drawn)
  9, 13, -6, 5, -3, 7, 7, 18
O=c1c2[nH]c3ccccc3c2ncn1CCN1CCCCC1
  2, -14, -11, -19, -11, 3, -4, -3
C/C(=N/NC(=O)CN1CCN(S(=O)(=O)c2ccc(C)cc2)CC1)c1ccco1
  -8, -34, -8, -15, 8, -36, 4, -14
CC(C)CSc1nc2ccccc2c(=O)[nH]1
  -7, 8, -14, 8, 11, 5, 25, 3
CC1CCCN(CCCOc2ccc(Br)cc2Cl)C1 (stereo not drawn)
  -3, 7, -7, -5, -1, -15, 0, -1
Cc1ccc(S(=O)(=O)Oc2ccccc2/C=N/NC(N)=S)cc1
  1, 0, 37, 4, 4, 14, 36, 0
O=C(c1cc(-c2ccccc2)on1)N1CCCc2ccccc21
  11, 8, -23, -1, 19, -25, -15, 14
Cc1cc(C)c2c(CC(=O)NCCc3ccccc3)coc2c1
  1, 6, -6, 7, 0, 1, -22, -2
COc1cc(NC(=O)C2CCC(CNS(=O)(=O)c3csc(C(N)=O)c3)CC2)cc(OC)c1 (stereo not drawn)
  0, 26, -12, -9, 6, 2, -4, 8
COc1ccc(CCN(Cc2ccccn2)C(=S)Nc2ccccc2C)cc1OC
  -3, 5, 9, 0, 7, 28, 22, 1
COc1ccccc1N1CCN(C2CCCN(C(=O)c3snnc3C)C2)CC1 (stereo not drawn)
  0, 6, 6, -2, -1, -1, 1, 5
Cc1c(Cl)cccc1NCC(=O)NN=C1CCCC1
  10, 6, -1, 6, 11, -10, -4, -8
CC(C)c1ccc(NC(=S)NN(c2ccccc2)c2ccccc2)cc1
  19, -13, -38, 8, -1, -18, -9, -12
Cc1cccc(CCN2CCC(C(=O)c3ccc(NS(C)(=O)=O)cc3)CC2)n1
  nt, 14, 3, nt, nt, 17, nt, -23
CCN(CC)S(=O)(=O)c1ccc(N2CCCC2)c(NS(=O)(=O)c2ccc(F)cc2)c1
  -7, -5, -6, 9, -3, 28, 2, 9
Cc1cc(C)cc(NC(=O)NCC2CCN(Cc3cc(C)ccc3C)CC2)c1
  -5, 16, 10, 0, 16, 16, 5, 14
Cc1ccc(C)c(NS(=O)(=O)c2cc(C(N)=O)ccc2C)c1
  10, 10, 3, -6, 0, -1, 4, 5
COCCNC(=O)c1cnn2c(C(F)F)cc(-c3ccc(C)cc3)nc12
  8, 12, -1, 4, 20, 0, 10, 33

4 compounds picked at random from the list so far:
Every second line gives: CXCR6 inh, APJ antag, Jurkat NFkB inh, EBI2 block, CCR6 antagonist, 697 NFkB inh, Gli-Sufu antag, UBC13 polyUb
Cc1cccc(CCN2CCC(C(=O)c3ccc(NS(C)(=O)=O)cc3)CC2)n1
  nt, 14, 3, nt, nt, 17, nt, -23
CCN(CC)S(=O)(=O)c1ccc(N2CCCC2)c(NS(=O)(=O)c2ccc(F)cc2)c1
  -7, -5, -6, 9, -3, 28, 2, 9
COc1ccccc1N1CCN(C2CCCN(C(=O)c3snnc3C)C2)CC1 (stereo not drawn)
  0, 6, 6, -2, -1, -1, 1, 5
COc1cc(NC(=O)C2CCC(CNS(=O)(=O)c3csc(C(N)=O)c3)CC2)cc(OC)c1 (stereo not drawn)
  0, 26, -12, -9, 6, 2, -4, 8

Next records.
Every second line gives: CXCR6 inh, APJ antag, Jurkat NFkB inh, EBI2 block, CCR6 antagonist, 697 NFkB inh, Gli-Sufu antag, UBC13 polyUb
CN1C(=S)N(c2ccccc2)C(=O)/C1=C/c1cccs1
  1, 2, -3, 0, 7, -2, -1, 2
O=C(OCc1nnc(-c2ccc(Br)cc2)o1)c1cncc(Br)c1
  -6, -5, -10, -9, 5, 1, 35, 8
COc1cccc(CN(C)C(=O)c2cc(S(=O)(=O)N3CCCCCC3)ccc2OC)c1
  2, 18, 3, -11, 8, 17, 1, 40
CN(CC(=O)Nc1ccccc1Br)c1ncnc2sccc12
  -12, 19, 7, 5, -5, 0, 17, 1
CC(C)c1ncc(C(O)c2cccc3ccccc23)n1C (stereo not drawn)
  -18, 7, 4, -7, -7, 13, 5, 4
CCCCOc1ccc(C(CC(=O)NC)C(=O)O)cc1 (stereo not drawn)
  -1, 8, 3, -4, 1, 29, -7, 7
COc1ccc(C(=O)OCc2c(-c3cccc(OC)c3)ncc3ccccc23)cc1
  12, 2, -7, 22, 12, -3, -2, 9
Clc1ccccc1-c1ccc(CN2CCN(c3ccccc3)CC2)o1
  -4, 0, -16, -3, -5, 3, nt, 5
CCc1c(C)nc(N)n2c(SCC(=O)NC3CCCCC3)nnc12
  -7, 2, -6, 6, 7, 11, 13, -4
C[C@H](NC(=O)c1nc[nH]c1C(=O)N[C@H](C)c1ccccc1)C(=O)OC(C)(C)C
  -4, 20, 7, -7, 2, 15, 10, 6
Cc1cccc(C)c1NC(=O)COc1ccc2c(C)c(Cc3ccccc3)c(=O)oc2c1
  9, -4, 12, 20, -10, 7, -4, 23
CCCN(CCC)C(=O)C1CCCN(S(=O)(=O)c2ccc3c(c2)oc(=O)n3C)C1 (stereo not drawn)
  -2, 1, 4, -6, -9, 2, 7, 6
CC(/C=N/n1c(-c2ccc(Cl)cc2)n[nH]c1=S)=C\c1ccco1
  13, -12, 8, -8, 17, -7, 10, -5
Cc1cccc(OCCOc2ccc(/C=N/NC(=O)Cc3nnc(N)s3)cc2)c1
  -2, -12, -14, -9, nt, -27, nt, -30
Cc1noc(C)c1C(=O)Nc1ccc(S(=O)(=O)N2CCC(C)CC2)cc1
  10, 5, 8, -6, 5, -2, 4, -4
COc1ccc(CNC(=O)C2CCN(S(C)(=O)=O)CC2)c(OC)c1
  5, 3, 8, -1, 12, 10, -5, 14
CCOc1ccc(/C(O)=C2/C(=O)C(=O)N(c3ccccn3)C2c2ccc(C)cc2)c(C)c1 (stereo not drawn)
  2, 6, -17, 0, 4, 3, -7, -20
COc1cccc(C(=O)N2CCN=C2SCc2cccnc2)c1OC
  0, 12, 21, -1, 0, -1, -7, 8
Cc1ccc(S(=O)(=O)N/N=C/c2cc(Br)c(C)o2)cc1
  5, 14, 1, -6, 22, 2, -30, -15
C=CCn1c(Cc2cccs2)nnc1SCC(=O)Nc1cc(OC)cc(OC)c1
  -6, -3, 2, 21, 7, 6, 3, -1
O=C(Cc1ccc(S(=O)(=O)N2CCOCC2)s1)Nc1ccccc1N1CCCC1
  -8, -14, -6, 1, 17, 10, -5, 5
CCOc1ccc(NC(=O)c2nccnc2CO)cc1
  5, -3, -72, -8, -18, -51, -57, 8
Cc1cc(C)c(C)c(OCCCCN(C)Cc2ccccc2)c1
  6, 3, 8, -3, 14, 5, 14, 16
COC(=O)c1ccc(C23CC4(C2)[C@H](CN(Cc2cccnc2)[C@@H]4c2ccccc2)C3c2ccc(C(F)(F)F)cc2)cc1 (stereo partly drawn)
  nt, -6, 24, nt, 7, 24, 5, -24
CCOc1ccc(CCNC(=O)CSc2nn(-c3ccc(C)c(Cl)c3)c(=S)s2)cc1OCC
  1, -27, 3, 13, 5, -5, -4, 8
COc1ccc(-c2cc([C@H]3[C@H]4C=CC[C@@H](C)[C@@H]4C(=O)N3Cc3ccccc3)ccc2F)cc1
  16, -6, 6, 30, 27, 12, -5, -11
COc1cccc(C(=O)Nc2ccc(C3CC3(Cl)Cl)cc2)c1 (stereo not drawn)
  -9, -2, -138, 13, 7, -146, -79, -11
CN(c1nc2ccccc2n2c(C3CC3)nnc12)S(=O)(=O)c1ccccc1
  6, 18, 5, 7, 12, -6, 2, -13
CNC(=O)C1C(=S)NC(N)=C(C#N)C1c1ccccc1 (stereo not drawn)
  -4, 6, 14, 4, -1, 18, 11, -10
CCCn1c(SCC(=O)N2CCCc3ccccc32)nc2c1c(=O)n(C)c(=O)n2C
  -1, 0, -13, -1, -2, 3, 9, -4
Cn1c(=O)c2c(nc(SCc3nc(N)nc(N4CCCCC4)n3)n2C)n(C)c1=O
  2, -6, -7, -8, 17, -1, -21, -5

Screening results as filed in PubChem BioAssay.
